Source: PubChem
Pyk2 oligo antag = antagonists of human Pyk2 oligomerization | Q14289 | 0.83% of 99,000 active | z-score (the deposit names both 25 µM and 10 µM) | Q293 cells, Pyk2 FERM NanoBiT luminescence; hits give low values;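 active means Z-score of -3 or lower, scaled per plate to the spread of control and sample wells; inactive means z-score above -3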;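 further: negative z-score means lost luminescence so less FERM oligomerization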
Target sequence (Q14289 whole entry, looked up): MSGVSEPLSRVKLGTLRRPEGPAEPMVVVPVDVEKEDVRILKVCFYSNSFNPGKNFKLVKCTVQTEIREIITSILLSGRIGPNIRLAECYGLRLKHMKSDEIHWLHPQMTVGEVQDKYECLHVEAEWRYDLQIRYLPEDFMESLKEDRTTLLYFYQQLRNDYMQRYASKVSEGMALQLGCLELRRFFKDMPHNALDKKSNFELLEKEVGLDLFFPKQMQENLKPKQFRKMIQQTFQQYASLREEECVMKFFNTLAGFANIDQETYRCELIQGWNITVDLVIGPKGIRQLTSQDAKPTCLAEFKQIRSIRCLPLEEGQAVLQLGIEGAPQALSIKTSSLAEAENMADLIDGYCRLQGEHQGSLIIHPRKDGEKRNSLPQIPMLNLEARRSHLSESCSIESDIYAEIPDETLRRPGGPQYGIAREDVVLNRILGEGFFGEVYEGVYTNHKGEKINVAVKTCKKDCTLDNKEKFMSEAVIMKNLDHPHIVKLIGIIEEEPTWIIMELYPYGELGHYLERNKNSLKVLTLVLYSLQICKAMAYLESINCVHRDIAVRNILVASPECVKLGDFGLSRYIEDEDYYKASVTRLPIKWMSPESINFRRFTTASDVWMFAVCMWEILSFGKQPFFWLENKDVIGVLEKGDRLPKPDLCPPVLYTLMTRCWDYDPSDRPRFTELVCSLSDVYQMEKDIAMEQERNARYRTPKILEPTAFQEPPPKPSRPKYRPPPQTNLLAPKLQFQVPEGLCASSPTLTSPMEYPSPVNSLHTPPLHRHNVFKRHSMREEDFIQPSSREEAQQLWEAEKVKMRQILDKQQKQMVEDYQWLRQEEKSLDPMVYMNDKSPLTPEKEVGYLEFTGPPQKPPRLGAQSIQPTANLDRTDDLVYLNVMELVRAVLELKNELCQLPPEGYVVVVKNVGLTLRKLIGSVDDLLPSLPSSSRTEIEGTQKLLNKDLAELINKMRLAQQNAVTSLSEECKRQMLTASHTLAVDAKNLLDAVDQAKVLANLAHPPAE
VCAM1 TNFa inh = reduces TNF alpha induced VCAM1 expression in HUVEC. HUVEC TNFa-induced VCAM-1 immunofluorescence, high-content imaging. inhibition, % at 2 µM. 0.48% of 95,000 active;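 active means inhibition above the batch mean plus 3 SD, with images confirmed as a hit by eye, cut at about 37% in these data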;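 further: 0% = TNF-stimulated DMSO wells and 100% = unstimulated control wells; not every result past the cut was called active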
HUVEC inhibit = blocks proliferation of human endothelial cells; viability, % at 10 µM (by protocol); 1.1% of 86,000 active; HUVEC proliferation, CellTiter-Glo luminescence, 72 h; hits give low values; AID 648;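 active means viability at or below 30%; inactive means viability above 30%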;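 further: 100% = median luminescence of DMSO-only cell control wells on each plate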
Smad3 inh = Smad3 (human) transcription factor binding inhibition. TR-FRET Smad3/Dy647-FoxH1 peptide binding, europium anti-His. AID 630. inhibition, % at 25 µM. 0.29% of 88,000 active. P84022;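 active means compounds that reduce the energy-transfer binding signal between the protein and its labelled peptide by more than half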;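 further: 0% = Smad3 plus labelled peptide maximal FRET and 100% = peptide-only background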
Lung fibro prol = blocks proliferation of human lung fibroblasts; 1.1% of 85,000 active; LL 47 human lung fibroblast viability, ATP luminescence; hits give low values; viability, % at 10 µM;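 active means viability at or below 50% in the single dose screen; inactive means viability above 50%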;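 further: compound exposure lasted 72 h before the ATP readout; 100% = median luminescence of untreated cell-only wells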
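Test system: LL 47 human lung fibroblasts / Incubation: 72 h compound exposure at 37 °C after overnight plating / Technique: luminescent ATP detection, CellTiter-Glo / Compound dosing: 0.1% DMSO in all compound wells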
cytoskel mod = modifiers of cytoskeleton assembly; AID 836; 0.18% of 91,000 active; inhibition, % at 2 µM; HUVEC TNFa F-actin phalloidin imaging, high content;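 active means inhibition above the batch mean plus 3 SD and confirmed as a hit by visual image inspection, cut at about 30% in these data, passing the limit was not always enough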; further: strong numbers were not always called active
H69AR inhibit = growth inhibitors of human H69AR lung tumor cells | H69AR lung tumor viability, ATP luminescence, 72 h; hits give low values | viability, % at 10 µM | 6% of 85,000 active;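 active means viability at or below 40%; inactive means viability above 40%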;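 further: multidrug resistant small cell line overexpressing MRP-1 efflux transporter; 100% = mean luminescence of untreated control wells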
HUVEC tox TNFa = HUVEC cytotoxicity counter-screen, TNF alpha stimulated | HUVEC TNFalpha-stimulated, Hoechst cell count, imaging | cell count reduction, % at 2 µM | 0.17% of 93,000 active;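 active means cell count reduction exceeding the screen mean by over 5 SD, scaled to untreated wells per plate, cut at about 78% in these data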;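 further: cells counted after 24 h of TNF alpha exposure following the 1 h pretreatment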
IL1B cytotox = HUVEC cytotoxicity counter-screen, IL-1B stimulated; cell count reduction, % at 2 µM; HUVEC cell count loss, Hoechst imaging; AID 845; 0.41% of 94,000 active;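 active means cell count reduction more than 3 SD above the screen-wide mean, cut at about 70% in these data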;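 further: normalized per plate to untreated control cells as the no-loss baseline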
* = called active by the depositor; nt = no result given; [ ] = another dose, or the depositor's remark.

canonical_smiles,Pyk2 oligo antag,VCAM1 TNFa inh,HUVEC inhibit,Smad3 inh,Lung fibro prol,cytoskel mod,H69AR inhibit,HUVEC tox TNFa,IL1B cytotox
Cc1oc(-c2ccccc2Cl)nc1CSCC(=O)N1CCCC1,-1.4,2,89,4[fluorescence artefact?],92,-15,92,6,-31
O=C(NC1CCCCCCC1)C1c2ccccc2C(=O)N1Cc1ccco1 (stereo not drawn),0.56,10,106,-3,89,8,105,-14,-9
COc1ccc(CN(C(=O)CSc2nnc(-c3ccc(OC)c(OC)c3)o2)c2ccc(F)cc2)cc1,-0.8,18,91,-9,nt,16,65,-13,-16
CCOC(=O)C(C(=O)OCC)C(C#N)c1ccccc1 (stereo not drawn),0.45,7,nt,nt,nt,1,nt,-1,-1
COc1ccccc1C(=O)Nc1ccc2c(c1)OCCO2,-0.36,-3,88,2,89,1,97,0,-13
Cc1cccc2cc(CN(Cc3ccc(F)cc3)Cc3nnnn3C3CCCC3)c(=O)[nH]c12,-0.89,-1,nt,nt,nt,-16,nt,-8,-32
CN1CCc2c(c3ccccc3n2C)C1,0.51,2,97,6,97,20,102,-15,0
O=C(Nc1nnc(Cc2ccccc2)s1)c1cccs1,0.1,23,103,16[fluorescence artefact?],107,5,86,-23,11
Cc1[nH]c2ccccc2c1Cc1nnc(SCC(N)=O)o1,nt,nt,101,8,99,nt,94,nt,nt
Clc1ccc(Cl)c2sc(N3CCOCC3)nc12,0.09,7,86,3,93,-4,83,-24,-14
CC(C)C1=NN(C(=O)c2cccnc2)C(O)(C(F)(F)F)C1 (stereo not drawn),0.03,-5,nt,nt,nt,-3,nt,6,-14
CCOC(=O)CSc1ncnc2c1cnn2-c1ccc(C)cc1,1.3,7,100,6,100,-7,93,-7,-3
N#C/C(=C/c1ccccc1)c1nn(CCO)c(N)c1C#N,0.16,-1,nt,nt,nt,2,nt,-3,-19
CCOC(=O)c1c(NC(=O)C(C)N2CCN(C(=O)c3ccco3)CC2)sc2c1CCCC2 (stereo not drawn),-1.3,24,nt,nt,nt,0,nt,-4,-3
COc1ccc(-c2noc(CCCOc3ccccc3)n2)cc1OC,1.1,0,107,-7,102,-21,98,1,-9
COc1ccc2c(c1[N+](=O)[O-])CCC/C2=N/OC(=O)c1cccc2ccccc12,1.4,7,66,-6,110,-1,46,16,-14
O=c1c2c(nc3c(-c4ccccc4)c[nH]n13)CCCC2,-0.74,11,83,4,79,-7,58,3,-168
CN(CC(=O)O/N=C(\N)c1ccccn1)S(=O)(=O)c1ccccc1,-0.35,-32,nt,nt,nt,2,nt,nt,21
CCOC(=O)C1=C(C)Nc2nc(SCC)nn2C1c1ccc(OC)cc1 (stereo not drawn),0.15,-7,85,5,98,nt,106,-12,-12
CC1(C)C=Cc2c(c3ccccc3[nH]c2=O)O1,0.24,12,99,-9,100,32,90,-40,-117
COc1ccc(CN(CCCN2CCOCC2)S(=O)(=O)N(C)C)cc1OC,0.72,-15,110,2,100,3,92,-20,-11
CC(C)(C)NC(=O)C1Cc2ccccc2CN1C(=O)Nc1cccc(Cl)c1 (stereo not drawn),0.18,26,nt,nt,nt,8,nt,-8,-44
CC1CCN(c2ccc(/C=N/n3nnnc3N)cc2[N+](=O)[O-])CC1,-0.7,4,nt,nt,nt,-16,nt,0,0
CC1(C)CC(CCC(=O)Nc2ccccc2Cl)C(=O)O1 (stereo not drawn),1.1,11,102,5,92,14,82,-24,-20
COc1ccc(-c2nn(CCC(=O)O)cc2CCC(=O)O)cc1,0.57,-18,109,3,98,4,101,-26,-5
C[C@]12CC[C@@H]3c4ccc(O)cc4CC[C@H]3[C@@H]1CC[C@@H]2O,nt,nt,35,-2,88,nt,27*,nt,nt
CC(=O)Nc1ccc(S(=O)(=O)N2CCc3ccccc3C2)cc1,-0.11,8,93,-1,95,16,100,2,-2
Cc1ccc(N2C(=O)/C(=C\c3ccco3)SC2=S)cc1,0.73,11,nt,nt,nt,1,nt,-4,22
O=C(NCCc1ccccc1)C1CC(c2ccccc2O)=NO1 (stereo not drawn),0.84,23,100,9[fluorescence artefact?],95,4,97,-26,-20
Cc1cccc(-c2cc3nc(C)cc(N4CC(C)CC(C)C4)n3n2)c1 (stereo not drawn),-1,-20,62,10,86,4,95,-6,-15
COc1ccc(-n2c(C)cc(C(=O)CSc3nnc(-c4cccs4)o3)c2C)cc1,1.1,nt,75,1,nt,nt,73,nt,nt
COc1ccc(N2C(=O)CN=C2Nc2nc(C)cc(C)n2)cc1OC,0.66,-10,100,9,97,-4,88,-25,4
O=C(NCCN1CCCC1)C1COc2ccccc2O1 (stereo not drawn),0.53,-24,nt,nt,nt,-11,nt,7,18
CCOCCCNS(=O)(=O)c1ccc2c(c1)CCN2C(=O)CC,2,-12,101,5,102,0,91,-14,3
COc1ccccc1-c1cn(S(=O)(=O)c2ccc(F)cc2)nc1N,0.71,-4,96,-1,103,-6,81,-30,-10
C=CCNc1sc(C(=O)C(C)(C)C)c(N)c1C#N,-0.13,nt,106,14,89,nt,97,nt,-5
CCCc1nc2ccccc2c(C(=O)OCC(=O)Nc2ccc(S(=O)(=O)N3CCOCC3)cc2)c1CC,-4.5*,14,66,11,79,0,5.8*,-13,-18
CCSc1nnc(NC(=O)c2csc3c2CCC(C)C3)s1 (stereo not drawn),0.67,9,96,-3[fluorescence artefact?],104,12,83,-16,13
Cn1nnnc1SCC(=O)N1CCN(C(c2ccccc2)c2ccccc2)CC1,-0.54,-3,108,13,98,11,80,-35,-19
COc1cc(O)c(NC(C)=O)c2nonc12,-1.1,-2,94,9,101,14,99,-10,-18
O/N=C(\c1ccc(Cl)cc1)c1cc2ccccc2o1,-0.87,8,43,5,86,13,1.9*,-65,-20
CCn1c2ccccc2c2nnc(SCC(=O)NCc3cccs3)nc21,0.22,nt,98,-1,105,nt,73,nt,nt
Cc1nc2c(-c3ccccc3)c(C)nn2c(C)c1CCC(=O)NCc1ccco1,nt,nt,93,9,93,nt,66,nt,nt
CCOC(=O)c1cc2sccc2n1CC(=O)N1CCCc2ccccc21,-2.9,-10,77,10,100,-8,78,24,14
CCn1c(CNC(=O)c2ccc(OC)cc2)nnc1SCC(=O)c1ccccc1,0.18,14,94,-17,92,-5,98,-1,-41
CC(=O)Nc1ccc(NC(=O)c2ccccc2C)cc1,0.27,1,89,-5,100,11,108,-26,16
CN(c1ccc(C(=O)N2CCOCC2)cc1)S(C)(=O)=O,-0.54,-8,101,0,97,-14,91,2,-26
CC1(C)S/C(=N/N=C/c2cccs2)NC1=O,0.33,2,nt,nt,nt,7,nt,0,-25
O=C(Nc1cccc(Cl)c1Cl)c1ccc(-c2ccccc2)cc1,1.2,22,nt,nt,nt,-3,nt,8,-14
O=C(COC(=O)c1ccccc1NC(=O)c1ccco1)Nc1ncc(Cl)cc1Cl,1.2,-9,91,6,102,7,89,3,12
CCOc1ccc(OCC)c(NC(=O)c2ccc(CNc3c(N4CCOCC4)c(=O)c3=O)cc2)c1,-0.49,-9,96,6,99,-23,78,-3,-3
Cc1nn(Cc2ccc(F)cc2)c(C)c1NC(=O)c1cc(-c2ccco2)on1,1.9,-7,92,5,93,-36,85,12,7
C=CCNc1nc(Nc2ccc(-c3nc4ccccc4o3)cc2)nc(N2CCOCC2)n1,1.1,1,73,6,102,-7,42,-16,16
Clc1ccc(OCc2nnc(SCCN3CCCCC3)n2Cc2ccco2)cc1,0.16,nt,75,12,85,nt,15*,nt,nt
COc1ccccc1OCCOc1ccc(/C=C2/C(=N)N3OC(C)=CC3=NC2=O)cc1OC,0.12,-3,nt,nt,nt,-40,nt,18,-43
O=C1c2cccc3c(N4CCCCC4)ccc(c23)C(=O)N1CCO,-0.77,15,nt,nt,nt,-2,nt,-2,-10
CC1(C(=O)O)CCC(C(=O)NCCc2ccccc2)C1(C)C (stereo not drawn),0.33,-5,96,6,99,-14,93,-11,-7
COc1cccc(NC(=O)Nc2nnc(N3CCCCC3C)s2)c1 (stereo not drawn),nt,nt,84,9,105,nt,87,nt,nt
CCOC(=O)c1cnc(-n2nc(C)cc2C)nc1Nc1cccc(C(C)=O)c1,0.42,-4,95,3,101,30,59,-26,17
O=c1c2c(nc3n1CCCCC3)-c1ccccc1CC21CCCC1,-0.73,11,83,-5,101,36,86,-45,-9

Continued:
canonical_smiles,Pyk2 oligo antag,VCAM1 TNFa inh,HUVEC inhibit,Smad3 inh,Lung fibro prol,cytoskel mod,H69AR inhibit,HUVEC tox TNFa,IL1B cytotox
CC(C)(C)c1ccc(C(=O)/C=C2\NC(=O)CS2)cc1,1.2,-18,84,7,74,-3,67,-20,18
CC1CCc2c(nc3nc[nH]n3c2=O)C1 (stereo not drawn),1.8,8,94,8,103,10,94,-20,nt
CC(=O)C1=C(C)OC(N)=C(C#N)C1c1ccco1 (stereo not drawn),-0.28,16,95,12,105,-4,93,-19,-13
CC(=O)Nc1ccccc1-c1nnc(SCc2ccccc2Cl)[nH]c1=O,-2.5,0,106,-4,100,1,100,4,-90
O=S(=O)(Nc1ccc(N2CCOCC2)cc1)c1cccs1,1,19,102,13,114,1,97,-6,-7
O=C(Nc1cc(Cl)ccc1Cl)C1CC(=O)N(c2ccc(Br)cc2)C1 (stereo not drawn),0.57,-4,64,1,104,4,54,-19,-4
N#CC(c1ccc(Cl)cc1)c1ncc(C(F)(F)F)cc1Cl (stereo not drawn),-1.1,3,nt,nt,nt,-10,nt,-15,-15
CCN1N=C(c2ccccc2)Cn2c1nc1ccccc12,0.96,6,98,10,96,-42,78,-7,-6
CS(=O)(=O)N(CC(=O)Nc1ccc2c(c1)OCCO2)c1ccc2c(c1)OCO2,-0.92,1,96,8,95,19,82,-23,-2
CCCCOc1ncnc2c1[nH]c1ccc(OC)cc12,nt,19,97,-10,98,-12,53,-7,-8
Brc1ccccc1CN1CCC(N2CCCCC2)CC1,0.43,5,94,-9,nt,30,82,-32,10
Cc1ccc(-c2cc(C(=O)NCCCn3ccnc3)c3cc(Br)ccc3n2)o1,0.88,5,77,12,109,0,44,-4,9
N#Cc1c(NCCO)nc(NCc2ccccc2)c2c1CCN(Cc1ccccc1)C2,nt,20,68,-6,99,-18,96,0,-23
Cn1c(NC(=O)CC2CCCCC2)cc(=O)n(C)c1=O,nt,nt,89,0,97,nt,88,nt,nt
Cc1cnc(NC(=O)CSc2nnc(-c3cccs3)n2C)s1,-0.41,1,98,-19,106,10,101,-20,-54
CC(=O)Nc1ccc(S(=O)(=O)NNC(=O)c2cc3c4ccccc4n(C)c3s2)cc1,-0.71,12,nt,nt,nt,-1,nt,2,-33
Cc1cc(C)n2nc(C(=O)Nc3cccnc3)nc2n1,0.21,2,101,2,101,1,96,-1,-26
Cc1ccc(C(=O)N2CCN(c3ccccc3)CC2)cc1C,0.17,nt,101,5,98,nt,93,nt,nt

Some entries already given, limited to H69AR inhibit and Pyk2 oligo antag:
| smiles | H69AR inhibit | Pyk2 oligo antag |
| --- | --- | --- |
| CC(=O)C1=C(C)OC(N)=C(C#N)C1c1ccco1 (stereo not drawn) | 93 | -0.28 |
| CS(=O)(=O)N(CC(=O)Nc1ccc2c(c1)OCCO2)c1ccc2c(c1)OCO2 | 82 | -0.92 |

Only part of the results is shown; count on the stated rates, not on these rows.
